# Screens deposited in PubChem by The Scripps Research Institute Molecular Screening Center.
# TCR CD3 inh – inhibitors of human TCR-CD3 interaction, primary screen, biochemical, fluorescence, TAMRA-labeled TCR probe; inhibition, % at 9.4 µM; AID 651800, 2012; 360,000 tested, 0.37% active; in the data active = inhibition above about 19%;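 note: recombinant mutant TCR 2C K166C tagged with TAMRA read by polarization; 0% = receptor in buffer alone and 100% = receptor with positive control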
# UHRF1 MBD2 ctr – UHRF1 methylated DNA binding inhibitors, primary screen, counter-screen for MBD2 inhibitor project, biochemical, TR-FRET, human UHRF1, single concentration; UHRF1 binding to methylated oligo; inhibition, % at 4.4 µM; 370,000 tested, 0.75% active; AID 687016, 2013; in the data active = inhibition above about 21%;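 note: UHRF1 SRA domain binding a hemimethylated CpG hairpin DNA probe; 0% = median of test compound wells and 100% = reference inhibitor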
# proKLK7 act – proKLK7 zymogen activators, primary screen, biochemical, fluorescence intensity | 370,000 tested, 0.9% active | purified proKLK7, EDANS-DABCYL substrate fluorescence; 100% is mature enzyme control, 0% vehicle | AID 652039, 2013 | Kallikrein-7 (Homo sapiens), P49862 | activation, % at 7 µM;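 active = activation above the mean of all tested compounds plus 3 SD, computed per campaign excluding outliers beyond control limits, cut at about 13% in these data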
# Target sequence (P49862 whole entry, looked up): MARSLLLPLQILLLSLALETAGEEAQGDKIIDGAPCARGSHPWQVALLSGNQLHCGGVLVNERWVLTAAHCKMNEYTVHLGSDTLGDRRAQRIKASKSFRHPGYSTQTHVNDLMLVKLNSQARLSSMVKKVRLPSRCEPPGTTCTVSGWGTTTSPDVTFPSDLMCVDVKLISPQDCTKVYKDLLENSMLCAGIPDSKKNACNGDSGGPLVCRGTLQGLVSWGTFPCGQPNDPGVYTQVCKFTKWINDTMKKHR
# MBD2 DNA inh – inhibitors of MBD2 binding to methylated DNA, primary screen, biochemical, TR-FRET, DNA-binding domain, human; AID 686964, 2013; MBD2 binding to methylated oligonucleotide; inhibition, % at 4.4 µM; Methyl-CpG-binding domain protein 2 (Homo sapiens), Q9UBB5; 370,000 tested, 0.31% active; in the data active = inhibition above about 13%
# DDE Tn6 FP inh – inhibitors of Tn6 peptide binding to fibrin DD(E), primary screen, biochemical, fluorescence polarization, human fibrin, Tn6 probe | 370,000 tested, 0.21% active | AID 720509, 2013 | inhibition, % at 8.3 µM | Fibrin DD(E) TRITC-Tn6 fluorescence polarization displacement | Fibrinogen beta chain (Homo sapiens), P02675;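 active = inhibition above a per-campaign cutoff: mean of compounds within control limits plus 3 SD, cut at about 15% in these data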;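 note: 0% = median of all compound wells on the plate and 100% = blocking peptide control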
# SIAE inh – human SIAE inhibitors, primary screen, biochemical, fluorescence polarization, FP-Rh probe, 1536-well HTS; Sialate O-acetylesterase (Homo sapiens), Q9HAT2; SIAE FP-Rh probe binding; inhibition, % at 9.66 µM; 370,000 tested, 0.69% active; AID 1053197, 2014;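 active = inhibition above a cutoff: mean of compounds within the control limits plus 3 SD of those, cut at about 17% in these data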;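 note: 0% = plate median of compound wells and 100% = probe without SIAE protein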
# LEDGF integ inh – blockers of LEDGF/p75-dependent integrase strand transfer – biochemical, TR-FRET, high throughput, primary screen; HIV-1 integrase (with human LEDGF/p75); TR-FRET IN-LEDGF/p75 DNA integration, Eu/Cy5; inhibition, % at 3.7 µM; 370,000 tested, 0.64% active;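 active = inhibition above the screen-wide mean plus 3 SD, cut at about 13% in these data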;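 note: signal is the Cy5 over europium emission ratio at 671 and 618 nm; 0% = plate median of compound wells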
# TDP2 inh – human TDP2 enzyme inhibitors, primary screen, biochemical, epi absorbance, recombinant enzyme. AID 720702, 2013. 370,000 tested, 0.34% active. inhibition, % at 12.8 µM. Tyrosyl-DNA phosphodiesterase 2 (Homo sapiens), O95551. T5PNP hydrolysis, p-nitrophenol absorbance 415 nm;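 active = inhibition above the mean of all tested compounds plus 3 SD, set per campaign, cut at about 25% in these data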;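 note: 0% = DMSO with enzyme and 100% = buffer with substrate but no TDP2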
# Target sequence (O95551 whole entry, looked up): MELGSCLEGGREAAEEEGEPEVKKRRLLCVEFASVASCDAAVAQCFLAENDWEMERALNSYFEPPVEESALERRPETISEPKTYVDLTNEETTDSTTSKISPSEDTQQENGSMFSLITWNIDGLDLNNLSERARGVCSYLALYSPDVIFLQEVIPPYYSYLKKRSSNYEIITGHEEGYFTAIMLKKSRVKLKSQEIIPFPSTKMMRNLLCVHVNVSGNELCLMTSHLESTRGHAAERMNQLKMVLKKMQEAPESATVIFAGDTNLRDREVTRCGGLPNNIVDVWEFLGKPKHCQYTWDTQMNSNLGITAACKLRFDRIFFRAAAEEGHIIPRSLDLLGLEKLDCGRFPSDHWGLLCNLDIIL
#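 Incubation: 2 h at 37 °C; Test system: recombinant human TDP2; Quantity: enzyme 120 nM; Read-out basis: percent inhibition; Medium: 50 mM Tris-HCl pH 7.5 with Mg2+, KCl, DTT, BSA; Repeats: single replicate; Compound: 12.8 µM single point, 1% DMSO; Signal: epi absorbance; Reagent: 5 mM T5PNP chromogenic substrate; Benchmarks: no-enzyme high, DMSO-plus-enzyme low.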
# PRMT1 inh – PRMT1 methyltransferase inhibitors, primary screen, biochemical, fluorescence polarization; Protein arginine N-methyltransferase 1 (Homo sapiens), Q99873; recombinant PRMT1, activity-based probe fluorescence polarization; inhibition, % at 2.79 µM; 370,000 tested, 1.3% active; AID 652257, 2013;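 active = inhibition above about 21% made by adding two undisclosed values, limit read from the data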
# Target sequence (Q99873 whole entry, looked up): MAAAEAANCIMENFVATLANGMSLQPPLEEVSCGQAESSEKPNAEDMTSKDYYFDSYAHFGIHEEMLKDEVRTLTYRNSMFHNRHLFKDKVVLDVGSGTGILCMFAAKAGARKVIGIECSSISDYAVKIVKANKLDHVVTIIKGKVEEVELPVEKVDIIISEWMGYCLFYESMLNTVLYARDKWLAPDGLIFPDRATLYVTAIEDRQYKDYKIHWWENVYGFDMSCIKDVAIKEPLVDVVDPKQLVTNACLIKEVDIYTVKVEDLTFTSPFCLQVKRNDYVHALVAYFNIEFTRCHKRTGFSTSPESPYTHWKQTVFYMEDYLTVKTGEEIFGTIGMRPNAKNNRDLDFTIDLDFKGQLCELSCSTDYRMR
# Tn7 DDE FP – inhibitors of Tn7 peptide binding to fibrin DD(E), primary screen, biochemical, fluorescence polarization, human fibrin, Tn7 probe; 370,000 tested, 0.13% active; FP displacement of FITC-Tn7 peptide from fibrin DD(E); 0% = median of compound wells per plate; AID 720508, 2013; inhibition, % at 8.3 µM;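 active = inhibition above the mean of compounds falling within the control limits plus 3 SD of them, cut at about 14% in these data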;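 note: 0% = plate median of compound wells and 100% = 10 µM Aha-Tn7 peptide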
#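 Assay system: Human fibrin DD(E) protein | Medium: Tris buffer with calcium and detergent, pH 7.8 | Reagent: 0.1 µM fluorescent Tn7 | Compound dosing: Single point at 8.3 µM | Times: 10 min preincubation, 3 h with tracer, room temperature | Detection: Fluorescence polarization of the labelled Tn7 tracer | Controls: Aha-Tn7 high control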
# * marks the source's active call; other numbers are inactive results; . = not tested or not shown. Rows are unselected. About 4.6% of those tested had a hit in this group.
SMILES,TCR CD3 inh,UHRF1 MBD2 ctr,proKLK7 act,MBD2 DNA inh,DDE Tn6 FP inh,SIAE inh,LEDGF integ inh,TDP2 inh,PRMT1 inh,Tn7 DDE FP
O=C(COC(=O)CCNS(=O)(=O)c1cccs1)Nc1ccccc1,11,-1,0.3,0,-6,0,0,-4,-7,2
CC(C)N(CCCNC(=O)C1CCC(CNS(=O)(=O)c2ccccc2)CC1)Cc1ccccc1 (configuration not stated),-3,3,0.1,9,-6,-9,-4,-2,4,-3
COC(=O)c1cc(-c2cccc3c2sc2ccccc23)c(=O)n2c1CCC2,.,1,-14,1,2,1,-5,5,5,3
CC(=O)c1ccc(OCc2cc(C(=O)N3CCOCC3)no2)cc1,3,2,0.5,3,-9,-1,-2,-25,-3,1
Cc1cc(C(=O)CSc2nc(N)cc(N)n2)c(C)n1-c1cccc(C(F)(F)F)c1,0,-1,0.0,1,-4,3,1,3,4,7
BrC(=C\c1ccccc1)/C=N/Nc1ccc2nncn2n1,-6,4,0.3,1,-1,-5,-1,-12,2,4
COCCN(C(=O)CCC(=O)Nc1nccs1)C(C(=O)NC(C)(C)C)c1ccc(Cl)cc1 (configuration not stated),1,-2,0.7,-4,3,3,4,2,-7,-3
CN(Cc1ccc(OC(F)F)cc1)C(=O)c1ccc2nccnc2c1,6,-5,0.7,1,3,5,1,6,-3,-4
O=C(CNc1ccc2ccccc2c1)NNC1=NCCC1,1,-2,0.3,2,-4,12,-3,0,-2,-3
O=C(Cc1ccccc1)NCCn1ccc2ccccc21,-2,-1,0.2,-7,7,-8,5,-5,1,6
O=C1CCCc2c1[nH]c1ccc(Br)cc21,-10,1,-0.1,0,4,-4,1,-9,2,-1
Cc1nn(-c2ccccc2)c2sc(C(=O)NC3CCCCC3)cc12,3,1,-0.1,-2,-6,-20,4,-7,4,5
O=C(CN1C(=O)NC2(CCCCC2)C1=O)N1CCN(S(=O)(=O)c2ccc(F)cc2)CC1,9,-2,0.1,-6,-4,-8,3,-5,-7,5
COc1ccc(-c2oc3cccnc3c2-c2ccc(OC)nc2)cc1,5,-5,-23,-4,3,1,0,3,-1,2
COc1ccc2[nH]c3c(c2c1)CCN1C(=O)N([C@@H](C)C(=O)NCc2ccc(C)cc2)C(=O)[C@]31C,9,0,-0.3,2,-2,2,1,6,-7,11
O=C(CCNS(=O)(=O)c1ccccc1)N1CCCCCCC1,-8,2,0.2,1,-5,3,-5,4,1,-2
O=C(COC(=O)CCCN1C(=O)c2cccc3cccc(c23)C1=O)Nc1ccc(Cl)cc1,4,2,-3.3,6,4,14,-2,-1,4,0
CC(=O)c1cc2ccc(O)cc2oc1=O,2,-3,20*,0,-5,1,-1,0,1,0
CNc1nc(C)c(C(C)=O)cc1C#N,-3,-2,-0.4,-1,-1,0,0,9,-2,-4
COc1ccc(CNn2c(C)nc3ccccc3c2=O)cc1,4,2,0.0,2,-2,2,2,-18,2,5
C[C@H](NC(=O)c1ncn2c1C(=O)NC[C@@H]2C)c1ccccc1,6,0,0.1,-3,14,-1,1,2,-2,3
CCCCC1=CC2=CC(=O)C(C)(OC(=O)CC)C(=O)C2=CN1Cc1ccccc1 (configuration not stated),7,-3,0.2,-3,2,3,1,-4,4,-4
Cn1cc(Cl)c(C(=O)Nc2cccc(Cl)c2Cl)n1,6,-3,0.2,-6,7,-14,-5,3,0,-1
CN(CC1COc2ccccc2O1)C(=S)NC1CCCCC1 (configuration not stated),-1,1,-0.3,3,-1,-5,-1,-4,2,4
CCNc1nc(NCC)n2c(SCC(=O)N(CC)C3CCCCC3)nnc2n1,7,-4,-0.1,0,-2,-3,-2,1,-2,4
Cc1ccccc1C(=O)N1CCC(C(=O)N2CCN(Cc3ccc4c(c3)OCO4)CC2)CC1,-7,1,0.1,-2,-15,3,12,-12,-5,-5
O=C1OC(c2cccc([N+](=O)[O-])c2)C2(CCCC2)C(=O)C12CCCCC2 (configuration not stated),-5,2,-0.8,-1,-3,-1,-2,0,2,2
COc1cc(C2NC(=O)NC(C)=C2C(=O)OCC2CCCO2)ccc1O (configuration not stated),9,0,-0.6,1,11,2,-3,-3,-4,3
O=[N+]([O-])c1ccccc1OCCOc1ccccc1[N+](=O)[O-],-5,1,0.0,-7,-5,-8,-2,1,5,1
Clc1cccc(-c2noc3ncnc(Nc4ccc5c(c4)OCO5)c23)c1,-3,-2,0.1,-2,3,5,-2,5,-3,-4
Cc1cc(C)cc(NS(=O)(=O)c2coc(C(N)=O)c2)c1,-4,3,0.1,0,-6,-5,1,-3,-1,-3
COc1ccc(NC(=O)c2c(-c3ccccc3)noc2C)c(OC)c1,2,-3,-0.6,-6,-9,0,0,2,-4,-4
COc1cc(C(=O)N2CCC(C(N)=O)CC2)ccc1OCc1c(C)noc1C,-4,0,-0.6,-4,-3,6,3,2,-1,-3
CCc1noc(C)c1C(=O)N(C)CC(=O)Nc1ccccc1C(F)(F)F,9,1,0.1,-7,0,8,2,1,2,5
CCc1ccc(CN(C(=O)c2cccs2)C2CCS(=O)(=O)C2)cc1 (configuration not stated),-3,1,0.5,0,2,-2,2,-3,2,1
Cc1cccc(C)c1NC(=O)C1CCN(S(C)(=O)=O)CC1,-5,1,-0.1,-1,-6,-1,0,-8,3,2
COc1ccc(-n2cnc3cc(C(=O)NC4CCCC4)ccc32)cc1,-2,3,0.7,2,-4,-3,0,9,3,5
CCc1cccc(C)c1NC(=O)CSc1nnc(CCCOc2ccc(Cl)cc2Cl)n1C,-2,6,-0.1,2,4,5,-3,-10,2,-3
O=C1C=C(c2cc(Cl)cc(Cl)c2)C[C@@H](c2ccc(F)cc2)C1,-4,-2,-0.4,2,-3,0,0,6,3,3
COc1cc(CN2CCN(Cc3c[nH]c4ccccc34)CC2CCO)cc(OC)c1 (configuration not stated),5,1,-0.5,1,-6,4,-1,7,0,-5
CCN(CC)S(=O)(=O)c1ccc(NC2c3ccccc3C(=O)N2CCN2CCOCC2)cc1 (configuration not stated),4,0,-0.2,-3,13,6,4,11,-9,-5
Cc1ccc(S(=O)(=O)CCSC(=N)N)cc1,6,-1,0.3,-8,1,3,-1,7,25*,3
COc1ccc(OCc2nc(N)nc(Nc3ccccc3)n2)cc1,2,1,0.8,-1,-7,-10,3,-8,-1,-13
Cc1cn(CC(=O)NCCc2ccccn2)c(=O)[nH]c1=O,3,-1,-0.5,4,1,8,1,-8,0,-3
COCc1cc(C)nc(SCC(=O)NC2CCCCC2C)c1C#N (configuration not stated),-1,-1,-0.1,0,2,4,-3,12,1,3
Cc1cccc(C)c1NC(=S)NCc1ccncc1,1,0,0.3,-4,-2,-2,-4,-10,-2,5
C/C(=N\NC(=O)c1nnn(-c2nonc2N)c1-c1cccs1)c1cccc(O)c1,1,1,-0.4,-2,-9,-2,1,-14,-4,-1
O=C(O)CNC(=O)c1ccc(NS(=O)(=O)c2ccc3ccccc3c2)cc1,1,1,-0.1,-1,4,-4,-1,8,1,3
COc1cc(-c2nc(Cc3ccccc3Cl)no2)cc(OC)c1OC,-6,2,-0.1,2,-7,-6,-2,-12,3,0
CC(=O)c1cc2c(cc1NS(=O)(=O)c1ccc(F)cc1)OCO2,-1,1,0.3,1,0,-3,3,3,2,-9
NC(=O)C1CCN(CCC(=O)Nc2cccc(Cl)c2)CC1,0,0,0.0,2,5,9,4,-7,0,-4
COc1ccc(CN2CCN(C(=O)c3cc(-c4cccnc4)nc4ccc(Cl)cc34)CC2)c(OC)c1OC,6,-4,0.7,1,7,-1,0,10,-2,3
Cc1ccccc1Oc1ccc2c(c1)[C@@H]1C[C@H](N(C)C(=O)c3ccc(C#N)cc3)[C@H]([C@H](C)O)C(=O)N1CC2,0,-1,1.1,-3,-3,-3,2,-10,-2,4
CC(=O)c1c(C)[nH]c(C(=O)COC(=O)c2cccs2)c1C,-5,1,-0.8,1,7,11,-1,5,-1,4
CCn1c2ccccc2c2cc(NC(=O)COC(=O)c3ccc(F)cc3Cl)ccc21,.,-3,0.2,2,-4,2,1,1,0,0
CC(=O)c1ccc(NC(=O)CN2C(=O)NC3(CCCc4ccccc43)C2=O)cc1 (configuration not stated),7,-3,0.4,-1,8,7,-1,-5,-2,0
Cn1c(=O)c(C(=O)Nc2ccccc2S(N)(=O)=O)c(O)c2ccccc21,3,-1,0.8,2,-4,-17,1,3,-1,-8

# Record cards, as listed above. Order of screens: TCR CD3 inh	UHRF1 MBD2 ctr	proKLK7 act	MBD2 DNA inh	DDE Tn6 FP inh	SIAE inh	LEDGF integ inh	TDP2 inh	PRMT1 inh	Tn7 DDE FP
# NC(=O)C1CCN(CCC(=O)Nc2cccc(Cl)c2)CC1 reads 0	0	0.0	2	5	9	4	-7	0	-4
# Cc1cccc(C)c1NC(=S)NCc1ccncc1 reads 1	0	0.3	-4	-2	-2	-4	-10	-2	5
# C/C(=N\NC(=O)c1nnn(-c2nonc2N)c1-c1cccs1)c1cccc(O)c1 reads 1	1	-0.4	-2	-9	-2	1	-14	-4	-1
# Cc1ccccc1Oc1ccc2c(c1)[C@@H]1C[C@H](N(C)C(=O)c3ccc(C#N)cc3)[C@H]([C@H](C)O)C(=O)N1CC2 reads 0	-1	1.1	-3	-3	-3	2	-10	-2	4
# Cc1cn(CC(=O)NCCc2ccccn2)c(=O)[nH]c1=O reads 3	-1	-0.5	4	1	8	1	-8	0	-3
